Screening data from PubChem.
GAA glycogen mod = inhibitors or activators of human alpha-glucosidase glycogen cleavage; P10253; recombinant GAA, glycogen substrate, Amplex Red glucose oxidase fluorescence; Potency, µM (highest dose often 76.4 µM), without a hit: top-dose activity change, negative = inhibition, hits mostly inhibitors; 300,000 compounds, 0.38% hits; AID 2100;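 further: 0% = full enzyme reaction and -100% = no-enzyme basal signal; the screen sought inhibitors and activators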
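Recombinant human enzyme (4 nM); glycogen substrate; 37 C, 40 min, pH 5.0. Readout: coupled glucose oxidase/Amplex Red fluorescence.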
Epigenetic reg = regulators of epigenetic silencing causing reporter derepression in mouse cells; 280,000 compounds, 0.2% hits; AID 1865; murine LDR cells, GFP reporter derepression, 30 h; Potency, µM (series often up to 53.9 µM), for the others: top-dose GFP activation, hits mostly activators; further: % of control where 0% means no effect; nearly all actives have a fitted effect of over 60% in size
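Reporter derepression read as number of fluorescent GFP-positive objects, 20-120 um in size, counted by laser-scanning cytometer. Mouse LDR line with an epigenetically silenced CMV-GFP locus; compound incubation 30 h, 37 C.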
Tau fluor cs = counter-screen for tau fibril formation inhibitors; tau K18 P301L Alexa594 fluorescence, heparin fibrillization; AID 1463; Potency, µM (top dose mostly 57.7 µM), for inactives: at the highest dose activity change, negative = decrease; 280,000 compounds, 0.93% hits; further: on the % scale 0 is the no-effect control and ±100 the full control effect; nearly all actives have a fitted effect of over 55% in size
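Human tau K18 P301L (15 uM unlabeled, 0.24 uM Alexa 594-labeled) in 100 mM sodium acetate pH 7 with 20 uM heparin, 6 hr at 37 C. ThT 30 uM added, 1 hr ambient; Alexa 594 FP and total fluorescence read at 555/632 nm.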
* = called active by the depositor; ? = inconclusive; [ ] = remark or other dose. The call rests on the fitted dose curve; in most records, active means well fitted curve in the direction sought with a large enough effect; inconclusive means small, poorly fitted or top-dose-only effect, or another doubt; inactive means no such curve, though single readings can be large; an effect the other way counts as inactive or inconclusive. Potency means the concentration at half of the fitted maximal effect.

SMILES | GAA glycogen mod | Epigenetic reg | Tau fluor cs
CC(C)OC(=O)c1ccc(Cn2nnc3sc4c(c3c2=O)CCCC4)cc1 | 11%[76.3 µM] | 1.0% | -18%
CCCN(C(=O)Cn1ncc2c([nH]c3ccccc32)c1=O)c1ccc(F)cc1 | -15%[76.3 µM] | 0.0% | -7%
COc1ccc(NC(=O)c2cc(-c3ccc4c(c3)OCO4)on2)c(OC)c1 | -4%[76.3 µM] | -0.9% | -11%
CCOc1cc(C(=O)N2CCn3c4c(c5cc(C)ccc53)CCCC42)cc(OCC)c1OCC (centres undefined) | 7%[76.3 µM] | -1.1% | -15%
O=C(c1cccs1)c1cn(CCOc2ccccc2Cl)c2ccccc12 | -4%[76.3 µM] | -1.0% | ?
COc1ccc(-c2nc3c(c(SCC(=O)N4CCCCC4)n2)Cc2cc(C)ccc2O3)cc1 | 13%[76.3 µM] | -0.1% | -1%
O=C(Cc1ccccc1)Nc1c(C(=O)c2ccccc2)oc2ccccc12 | -8%[76.3 µM] | -1.6% | ?
O=C(Nc1ccc2oc(-c3cccnc3)nc2c1)c1ccc(-c2ccc(Cl)cc2)o1 | 5%[76.3 µM] | -1.6% | -10%
COC(=O)c1ccccc1NC(=O)[C@H]1O[C@@H]2OC(C)(C)O[C@@H]2[C@H]2OC(C)(C)O[C@H]21 | 15%[76.3 µM] | -6.5% | -7%
CCN(CC)CCCNC(=O)c1ccc(Cn2c(=O)[nH]c3cc(OC)c(OC)cc3c2=O)cc1 | -7%[76.3 µM] | 6.4% | -12%
CCc1cc(C(=O)Nc2sc(C)c(CC)c2C#N)no1 | -14%[76.3 µM] | -0.7% | ?
COc1cccc(CNC(=O)Cn2c(C)c3cnn(-c4ccccc4)c(=O)c3c2C)c1 | 17%[76.3 µM] | -2.2% | -11%
COc1ccc(-c2noc(-c3cccnc3N3CCN(c4ccc(OC)cc4)CC3)n2)cc1 | -4%[76.3 µM] | -4.3% | 2%
Cc1ccc(NC(=O)CCCc2nnc3n(C)c(=O)c4sccc4n23)cc1C | -4%[76.3 µM] | -4.0% | -7%
O=C(Cn1nc(Cc2cccnc2)c2ccccc2c1=O)Nc1cccc(C(F)(F)F)c1 | 0%[76.3 µM] | -1.7% | ?
CCCCn1c(COc2cccc(OC)c2)nc2ccccc21 | 13%[76.3 µM] | -0.8% | -18%
COc1ccc(N2CCN(C(=O)Cn3ncc4c3-c3cc(C)ccc3OC4)CC2)cc1 | -6%[76.3 µM] | 0.0% | -12%
COc1ccc(Cn2c(=O)c3ccccc3n3c(-c4ccc(C)cc4)nnc23)cc1 | 10%[76.3 µM] | 0.5% | -12%
COc1ccc(CCNC(=O)c2ccc3c(Cl)c4c(nc3c2)CCCC4)c(OC)c1 | -9%[76.3 µM] | 0.0% | -9%
CCCCN(CC)C(=O)CCn1c(=O)c2cccn2c2cccnc21 | 13%[76.3 µM] | -0.1% | -13%
Cc1ccc(-n2c(=O)c3c(cnn3C)n(CC(=O)Nc3cccc(C)c3)c2=O)cc1 | 14%[76.3 µM] | -1.0% | -22%
CCc1cc(C(=O)Nc2cnn(Cc3ccccc3C)c2)no1 | -9%[76.3 µM] | -0.9% | -14%
COc1ccc(CN(Cc2ccco2)c2cnc(S(C)(=O)=O)nc2C(=O)Nc2ccc(C)cc2C)cc1 | -11%[76.3 µM] | -1.6% | 0%
COCCCNC(=O)c1nn(-c2ccc(C)cc2)nc1CO | 15%[76.3 µM] | -2.7% | -5%
COc1ccc(-c2nc3ccccc3o2)cc1NC(=O)c1ccc(-c2ccc(C)c(Cl)c2)o1 | -11%[76.3 µM] | 1.6% | -16%
Cc1ccc2oc3c(c(=O)c2c1)C(c1ccc([N+](=O)[O-])cc1)N(CCCN1CCOCC1)C3=O (centres undefined) | 6%[76.3 µM] | 4.0% | 1%
CCC(=O)N1CCc2cc(S(=O)(=O)CCC(=O)NCc3ccc(C)cc3)ccc21 | 17%[76.3 µM] | -2.5% | -9%
O=C(Cn1c(=O)n(Cc2ccccc2)c(=O)c2sc3ccccc3c21)Nc1ccccc1 | 7.9µM* | 6.0% | -15%
Cc1nn(C)c(C)c1S(=O)(=O)N(CC(=O)NCCc1ccccc1)c1ccc(C(C)C)cc1 | -9%[76.3 µM] | -0.2% | 6%
CCOc1ccc(CCn2c3c(c(=O)[nH]c2=O)C(NC(=O)c2ccccc2)(C(F)(F)F)C(=O)N3)cc1OCC (centres undefined) | 14%[76.3 µM] | 1.1% | -10%

Taken from above.
CCCCN(CC)C(=O)CCn1c(=O)c2cccn2c2cccnc21 in GAA glycogen mod shows 13%[76.3 µM]
O=C(Nc1ccc2oc(-c3cccnc3)nc2c1)c1ccc(-c2ccc(Cl)cc2)o1 in Epigenetic reg shows -1.6%
Cc1ccc(NC(=O)CCCc2nnc3n(C)c(=O)c4sccc4n23)cc1C in GAA glycogen mod shows -4%[76.3 µM]
CCOc1ccc(CCn2c3c(c(=O)[nH]c2=O)C(NC(=O)c2ccccc2)(C(F)(F)F)C(=O)N3)cc1OCC (centres undefined) in GAA glycogen mod shows 14%[76.3 µM]
O=C(Cc1ccccc1)Nc1c(C(=O)c2ccccc2)oc2ccccc12 in GAA glycogen mod shows -8%[76.3 µM]
O=C(c1cccs1)c1cn(CCOc2ccccc2Cl)c2ccccc12 in GAA glycogen mod shows -4%[76.3 µM]
Cc1nn(C)c(C)c1S(=O)(=O)N(CC(=O)NCCc1ccccc1)c1ccc(C(C)C)cc1 in Epigenetic reg shows -0.2%

Given with each value named: part of the list above.
> COc1ccc(CN(Cc2ccco2)c2cnc(S(C)(=O)=O)nc2C(=O)Nc2ccc(C)cc2C)cc1
  GAA glycogen mod: -11%[76.3 µM]
  Epigenetic reg: -1.6%
  Tau fluor cs: 0%
> COCCCNC(=O)c1nn(-c2ccc(C)cc2)nc1CO
  GAA glycogen mod: 15%[76.3 µM]
  Epigenetic reg: -2.7%
  Tau fluor cs: -5%

Continuation:
SMILES | GAA glycogen mod | Epigenetic reg | Tau fluor cs
Cc1cc(C)c(-c2csc(-c3cc4ccccc4oc3=O)n2)cc1C | 12%[76.3 µM] | 0.8% | ?
Cc1nn(CC(=O)Nc2ccccc2C(F)(F)F)c(=O)c2cccn12 | 11%[76.3 µM] | -3.9% | -27%
COc1cccc2c1cc1c(=O)n(CC(=O)NCc3ccc(N(C)C)cc3)nc(C)n12 | 11%[76.3 µM] | 1.6% | 4%
CCCCNc1sc(S(=O)(=O)CC)nc1S(=O)(=O)c1ccc(C)cc1 | -5%[76.3 µM] | -4.5% | -24%
COc1ccc(-n2nc(C(=O)N3CCN(c4ccccc4OC)CC3)c3c4ccccc4n(C)c3c2=O)cc1Cl | -1%[76.3 µM] | 15% | -9%
Cc1ccc(NC(=O)C2CCCN(c3ncnc4c3nc3n4CCCCC3)C2)c(Br)c1 (centres undefined) | 16%[76.3 µM] | 0.0% | -2%
Cc1cccc(C)c1NC(=O)CS(=O)(=O)c1nc(-c2ccc(Cl)cc2)cn1-c1ccccc1 | 2%[76.3 µM] | -3.2% | -16%
COc1cc(OC)c(N(C)C(=O)c2cn(C)c(=O)c3cc(OC)c(OC)cc23)cc1Cl | -3% | 0.0% | -11%
CCc1nn(CC(=O)N2CCCCC2)c(=O)c2cc3occc3n12 | 10%[76.3 µM] | 1.3% | -2%
CCN1CCc2nc3sc(C(=O)c4ccccc4)c(N)c3cc2C1 | 17%[76.3 µM] | 11% | 16µM*[quencher]
CCn1cc(C(=O)NCc2ccc(Cl)cc2)c(=O)c2cc(S(=O)(=O)N(C)C3CCCCC3)ccc21 | 13%[76.3 µM] | 0.1% | -20%
COCc1cc(C)nc2sc3c(c12)NC(c1ccc(O)cc1)N(c1ccc(OC)cc1)C3=O (centres undefined) | ? | -2.5% | ?
CN(C)c1ccc(/C=C/c2nc(-c3ccccc3O)n(-c3ccccc3)n2)cc1 | 1%[76.3 µM] | -0.1% | ?
COc1ccc(N2CCN(C(=O)Cn3cnc4sc(C)c(S(=O)(=O)N5CCCCC5)c4c3=O)CC2)cc1 | 9%[76.3 µM] | 1.6% | ?
Cc1cccc(-n2c3nc(=O)n(C)c(=O)c-3cc3c(C)nn(-c4ccccc4)c32)c1C | -20%[76.3 µM] | -3.3% | -8%
COc1cccc(OC)c1C(=O)Nc1ccc(S(=O)(=O)Nc2nccc(C)n2)cc1 | -7%[76.3 µM] | 0.1% | -6%
O=C(CSc1nnc2ccc3ccccc3n12)Nc1ccccc1Cl | -4%[76.3 µM] | -1.6% | -12%
COc1ccc(Br)cc1S(=O)(=O)Nc1cc(-c2cn3ccccc3n2)ccc1C | 17%[76.3 µM] | 5.6% | -14%
COc1ccc(Nc2oc(/C=C/c3ccc(F)cc3)nc2C#N)cc1 | -22%[76.3 µM] | ? | -12%
CCCCn1c(=NC(=O)c2c(-c3c(F)cccc3Cl)noc2C)c(C(=O)OCC)cc2c(=O)n3ccccc3nc21 | 4%[76.3 µM] | -1.3% | -12%
Cc1cccc(NC(=O)Cn2c(=O)n(Cc3ccccc3)c(=O)c3sc4ccccc4c32)c1 | -4%[76.3 µM] | -0.9% | -29%
O=C(NCC(c1cccnc1)N1CCc2ccccc2C1)C(=O)Nc1ccc(F)cc1F (centres undefined) | 0%[76.3 µM] | 17% | -18%
COc1ccccc1-c1nc2c(c(SCc3cc(C)ccc3C)n1)Cc1c(CO)cnc(C)c1O2 | -10%[76.3 µM] | 4.1% | -2%
Cc1ccc2nc(-c3ccc(C)o3)c(Nc3ccc4c(c3)OCCO4)n2c1 | 6.3µM* | -1.8% | ?
COc1ccc(NC(=O)Cn2ncc3c(C)n(Cc4cccc(Cl)c4)c(C)c3c2=O)cc1 | 4%[76.3 µM] | -2.5% | -14%
Cc1ccc(NS(=O)(=O)c2ccc3nc(-c4ccccc4)[nH]c3c2)c(Br)c1 | 16%[76.3 µM] | 4.3% | ?
O=C(c1ccccc1F)N1c2nc(-c3ccco3)nn2C2(CCCCC2)[C@@H]2CCCC[C@@H]21 | -9%[76.3 µM] | -4.5% | -5%
O=C(c1ccc2c(c1)N(Cc1ccccc1F)C(=O)c1ccccc1S2(=O)=O)N1CCCCCC1 | -5%[76.3 µM] | -1.1% | ?
COc1cc(OC)cc(C(=O)Nc2cc(-c3nc4ccccc4[nH]3)ccc2C)c1 | -2%[76.3 µM] | -1.1% | ?
O=[N+]([O-])c1cc(-c2nc(-c3ccccc3)no2)ccc1NCCc1ccccc1 | 9%[76.3 µM] | 3.8% | -12%
CC1CCCCN1c1nc(-c2ccc(C(C)(C)C)cc2)nc2ccccc12 (centres undefined) | -7%[76.3 µM] | -0.8% | -19%
COc1ccc(OC)c(NC(=O)CCNS(=O)(=O)c2cccc3nsnc23)c1 | -1% | -1.5% | -18%
Cc1ccc(C(=O)c2cn(Cc3ccc(F)cc3)c3nc(C)ccc3c2=O)cc1 | -4%[76.3 µM] | 1.8% | 14%
Cc1ccc(-c2nc3nc(C)cc(N4CCN(c5cccc(C)c5C)CC4)n3n2)cc1 | -7%[76.3 µM] | 2.7% | 7%
CCOc1ccc(C(=O)N(Cc2ccc(C(C)C)cc2)Cc2ccco2)cc1 | -15%[76.3 µM] | 9.0% | -11%
COCCNC(=O)c1ccc2c(c1)N(Cc1c(F)cccc1Cl)C(=O)c1ccccc1S2 | -10%[76.3 µM] | -0.1% | -26%
CCc1ccc(-n2nc3cc(C)c(NC(=O)c4ccccc4C)cc3n2)cc1 | 9%[76.3 µM] | 2.2% | -8%
COc1cccc(-c2cc(C(=O)Nc3cccnc3Cl)no2)c1 | -21% | -0.9% | 8%
O=C(Nc1c(Cl)cccc1Cl)c1cc(-c2ccc3c(c2)OCO3)on1 | 9%[76.3 µM] | 0.0% | -15%
Cc1cccc(NC(=O)Cn2cc(C(=O)C3CCCCC3)c3ccccc32)c1 | 0%[76.3 µM] | 1.0% | -21%
CC1Cc2cc(S(=O)(=O)NCCc3ccc(Cl)cc3)ccc2N1C(=O)C1CCC1 (centres undefined) | -12%[76.3 µM] | -0.2% | -19%
CCCCC(=O)Nc1ccc2nc(SCC(=O)N3CCCC3)sc2c1 | 13%[76.3 µM] | -2.2% | 4%
COc1ccc(-c2noc(-c3ccccc3NC(=O)c3cc(OC)c(OC)c(OC)c3)n2)cc1 | -8%[76.3 µM] | 9.1% | -5%
CCn1c2ccccc2c2nnc(N3CCN(c4cccc(C)c4C)CC3)nc21 | 0%[76.3 µM] | 14% | ?
CCC(=O)N1CCc2cc(Br)cc(S(=O)(=O)N3CCCC(C(=O)N(C)c4ccc(Br)cc4)C3)c21 (centres undefined) | -10%[76.3 µM] | -1.7% | -3%
COc1cccc(C2c3c(-c4ccccc4O)n[nH]c3C(=O)N2Cc2cccnc2)c1 (centres undefined) | -5%[76.3 µM] | 18% | -21%
Cc1[nH]c2c(C)cccc2c1CCNC(=O)c1cc2ccccc2oc1=O | 12%[76.3 µM] | ? | ?
COc1ccc(S(=O)(=O)c2cn(Cc3ccccc3)c3cc(F)c(F)cc3c2=O)cc1 | 4%[76.3 µM] | -2.6% | -3%

The list is partial. The share of hits here may be higher or lower than overall.
